Bioassay records deposited in PubChem by Broad Institute.
T cruzi HTS – blocks T. cruzi growth inside host cells; activity score (inhibition), % at 5.01 µM; 22,000 compounds, 4.9% hits; intracellular Trypanosoma cruzi in host cells, plate reader; in the data active means activity score above about 55%;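 further: parasites and compound incubated about four days before reading; 0% = median of neutral control wells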
INS-1E rescue – preserves ATP levels in cytokine-treated INS-1E cells | 20,000 compounds, 0.1% hits | INS-1E cytokine-induced death, ATP luminescence, 48 h; normalised: neutral wells 0, positive control 100 | protection from cytokine-induced ATP loss, % at 10 µM | AID 488910;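 active means mean replicate protection from cytokine-induced ATP loss at least 50% and at least 75% of replicates each reaching 50%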
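Material: INS-1E rat cells; Quantity: 8000 cells/well; Buffer or medium: phenol-red-free RPMI with 5% fetal bovine serum; Probe or stimulus: cytokine cocktail of IFN-γ, TNF-α and IL-1β; Compound dosing: single test concentration per compound, delivered by pin transfer; Incubation: 48 h co-treatment, 10 min post-lysis read; Signal: CellTiter-Glo luminescence.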
Starred values were filed as active, the others as inactive; . = not tested or not shown. Only part of the results is shown; count on the stated rates, not on these rows.

SMILES | T cruzi HTS | INS-1E rescue
O=C(CCCCC(=O)N/N=C/c1ccc(-c2ccccc2)c(F)c1)NO | 20 | 60*
C[C@@H]1CN([C@@H](C)CO)C(=O)c2cccc(NS(=O)(=O)c3ccc(Cl)cc3)c2O[C@H]1CN(C)Cc1ccc(C(=O)Nc2ccccc2N)cc1 | 56* | -1
C[C@H]1CN([C@@H](C)CO)C(=O)c2cc(NC(=O)C3CCCCC3)ccc2O[C@@H]1CN(C)CC1CC1 | -7 | -2
C[C@@H]1CN([C@@H](C)CO)C(=O)Cc2cc(NC(=O)Cc3cn(C)c4ccccc34)ccc2O[C@@H]1CN(C)Cc1ccccc1 | 21 | -16
C[C@H]1CN([C@@H](C)CO)C(=O)c2cc(NS(=O)(=O)c3ccc(F)cc3)ccc2O[C@@H]1CN(C)CC1CC1 | 6 | -1
C[C@@H]1CCCCO[C@H](CN(C)Cc2ccccc2)[C@@H](C)CN([C@H](C)CO)C(=O)c2cc(NS(C)(=O)=O)ccc2O1 | -6 | 4
COc1ccc(CN(C)C[C@@H]2Oc3ccc(NC(=O)Nc4cccc5ccccc45)cc3CC(=O)N([C@@H](C)CO)C[C@@H]2C)cc1 | 28 | 0
C[C@@H]1CCCCO[C@@H](CN(C)C(=O)CCCN(C)C)[C@@H](C)CN([C@H](C)CO)C(=O)c2cc(N(C)C)ccc2O1 | -27 | 8
CNC[C@H]1Oc2c(NS(=O)(=O)c3ccc(Cl)cc3)cccc2C(=O)N([C@@H](C)CO)C[C@@H]1C | -18 | 5
C[C@@H]1CN([C@@H](C)CO)C(=O)c2cc(NC(=O)NC3CCCCC3)ccc2O[C@@H]1CN(C)C(=O)Nc1cccc2ccccc12 | 1 | -3
O=C(CCCCC(=O)N/N=C/c1ccoc1)NO | 9 | 3
C[C@@H]1CCCCO[C@@H](CN(C)S(=O)(=O)c2cccs2)[C@@H](C)CN([C@H](C)CO)C(=O)c2cc(NC(=O)Nc3ccc(F)cc3)ccc2O1 | 22 | 1
CC(C)NC(=O)Nc1cccc2c1O[C@H](CN(C)S(=O)(=O)c1cccs1)[C@H](C)CN([C@@H](C)CO)C2=O | -8 | 6
Cc1noc(C)c1NC(=O)Nc1ccc2c(c1)CC(=O)N([C@@H](C)CO)C[C@@H](C)[C@@H](CN(C)S(=O)(=O)c1cccs1)O2 | -2 | 10
C[C@@H]1CN([C@@H](C)CO)C(=O)c2cccc(NC(=O)Nc3ccc4c(c3)OCO4)c2O[C@@H]1CN(C)CC1CCCCC1 | -8 | -10
C[C@H]1CN([C@@H](C)CO)C(=O)c2cccc(NC(=O)c3ccc(-c4nccs4)cc3)c2O[C@H]1CN(C)Cc1ccc(C(=O)Nc2ccccc2N)cc1 | 71* | -15
C[C@@H]1CN([C@H](C)CO)C(=O)Cc2cc(NC(=O)NC3CCCCC3)ccc2O[C@@H]1CN(C)C(=O)Nc1ccc(C(F)(F)F)cc1 | 10 | -4
CC(C)NC(=O)Nc1cccc2c1O[C@@H](CN(C)C(=O)Nc1ccccc1)[C@@H](C)CN([C@H](C)CO)C2=O | -6 | 3
Cc1ccc(S(=O)(=O)Nc2ccc3c(c2)C(=O)N([C@@H](C)CO)C[C@H](C)[C@H](CN(C)S(=O)(=O)c2c(C)noc2C)O3)cc1 | -1 | 3
O=C(NO)c1cccc(C(=O)N/N=C/c2cccc(B(O)O)c2)c1 | -22 | 3
C[C@H](CO)N1C[C@H](C)[C@H](CN(C)Cc2ccc(C(F)(F)F)cc2)Oc2ccc(N(C)C)cc2C1=O | 19 | -7
C[C@@H]1CN([C@H](C)CO)C(=O)CCCn2nncc2CO[C@@H]1CN(C)S(=O)(=O)c1cccs1 | 1 | .
Cc1ccc(S(=O)(=O)N(C)C[C@H]2Oc3c(NC(=O)c4cc(C)nn4C)cccc3C(=O)N([C@H](C)CO)C[C@@H]2C)cc1 | 54 | 10
C[C@@H]1CN([C@H](C)CO)C(=O)Cc2cc(NS(=O)(=O)c3cccs3)ccc2O[C@@H]1CN(C)C(=O)NC1CCCCC1 | 0 | -2
C[C@H]1CN([C@@H](C)CO)C(=O)Cc2cc(NS(=O)(=O)c3ccc(F)cc3)ccc2O[C@@H]1CN(C)S(=O)(=O)c1ccc(F)cc1 | -7 | 0
SMILES | T cruzi HTS | INS-1E rescue
C[C@@H]1CN([C@@H](C)CO)C(=O)c2cccc(NC(=O)Nc3ccc(F)cc3)c2O[C@H]1CN(C)C(=O)Nc1ccc2c(c1)OCO2 | 4 | -3
Cc1ccc(S(=O)(=O)Nc2ccc3c(c2)CC(=O)N([C@@H](C)CO)C[C@H](C)[C@H](CN(C)Cc2ccc(Cl)c(Cl)c2)O3)cc1 | 19 | 0
C[C@H]1CN([C@@H](C)CO)C(=O)c2cccc(NC(=O)Nc3ccccc3)c2O[C@@H]1CN(C)CC1CCCCC1 | 11 | -15
C[C@H]1CN([C@@H](C)CO)C(=O)c2cc(NS(=O)(=O)c3ccc(Cl)cc3)ccc2O[C@H]1CN(C)Cc1ccc(Oc2ccccc2)cc1 | 10 | -11
COc1ccc(S(=O)(=O)N(C)C[C@@H]2Oc3ccc(NS(=O)(=O)c4c(C)noc4C)cc3C(=O)N([C@H](C)CO)C[C@@H]2C)cc1 | 14 | -6
C[C@H]1CN([C@@H](C)CO)C(=O)Cc2cc(NS(=O)(=O)c3cn(C)cn3)ccc2O[C@@H]1CN(C)S(=O)(=O)c1ccc(F)cc1 | -14 | 10
Cc1noc(C)c1S(=O)(=O)Nc1cccc2c1O[C@H](CN(C)C(=O)Nc1ccc(F)cc1)[C@H](C)CN([C@H](C)CO)C2=O | -11 | 4
C[C@@H]1CN([C@@H](C)CO)C(=O)c2cccc(NC(=O)C3CC3)c2O[C@H]1CN(C)S(=O)(=O)c1ccccc1 | 4 | 8
Cc1noc(C)c1S(=O)(=O)Nc1ccc2c(c1)C(=O)N([C@@H](C)CO)C[C@@H](C)[C@@H](CN(C)CC1CC1)O2 | -7 | 1
Cc1noc(C)c1S(=O)(=O)N(C)C[C@H]1Oc2ccc(NS(=O)(=O)c3ccc(Cl)cc3)cc2C(=O)N([C@H](C)CO)C[C@H]1C | -5 | 6
COc1ccc(S(=O)(=O)N(C)C[C@H]2Oc3ccc(NS(=O)(=O)c4cn(C)cn4)cc3C(=O)N([C@@H](C)CO)C[C@H]2C)cc1 | 2 | 0
C[C@H]1CN([C@@H](C)CO)C(=O)Cc2cc(NS(C)(=O)=O)ccc2O[C@@H]1CN(C)Cc1ccc2c(c1)OCO2 | 14 | -1
Cc1cc(C(=O)Nc2cccc3c2O[C@H](CN(C)C)[C@H](C)CN([C@@H](C)CO)C3=O)n(C)n1 | -30 | 7
Cc1noc(C)c1NC(=O)N(C)C[C@@H]1Oc2ccc(NC(=O)c3ccncc3)cc2CC(=O)N([C@H](C)CO)C[C@@H]1C | 3 | -2
C[C@H]1CN([C@@H](C)CO)C(=O)Cc2cc(NC(=O)CCN3CCOCC3)ccc2O[C@@H]1CN(C)C(=O)Nc1ccccc1 | -6 | 3
C[C@@H]1CN([C@H](C)CO)C(=O)c2cccc(NS(=O)(=O)c3ccc(Cl)cc3)c2O[C@@H]1CN(C)Cc1ccncc1 | 0 | 3
C[C@H](CO)N1C[C@H](C)[C@H](CN(C)Cc2ccc(Cl)c(Cl)c2)Oc2c(NC(=O)C3CCCCC3)cccc2C1=O | 14 | -41
Cc1ccc(S(=O)(=O)N(C)C[C@H]2Oc3c(cccc3N(C)C)C(=O)N([C@@H](C)CO)C[C@H]2C)cc1 | 26 | 0
C[C@H]1CN([C@@H](C)CO)C(=O)c2cc(NS(=O)(=O)c3ccc(Cl)cc3)ccc2O[C@@H]1CN(C)Cc1ccc(C(F)(F)F)cc1 | 58* | -23
Cc1noc(C)c1S(=O)(=O)N(C)C[C@@H]1Oc2c(NS(=O)(=O)c3cn(C)cn3)cccc2C(=O)N([C@H](C)CO)C[C@@H]1C | 44 | 7
C[C@@H]1CCCCO[C@@H](CN(C)S(=O)(=O)c2ccc(Cl)cc2)[C@@H](C)CN([C@H](C)CO)C(=O)c2cc(NC(=O)c3ccccc3)ccc2O1 | -17 | -16
CNC[C@H]1Oc2c(NC(=O)Nc3ccc(C(F)(F)F)cc3)cccc2C(=O)N([C@H](C)CO)C[C@H]1C | -31 | -1
Cc1noc(C)c1NC(=O)N(C)C[C@H]1Oc2ccc(NC(=O)Nc3cccc4ccccc34)cc2C(=O)N([C@@H](C)CO)C[C@@H]1C | -12 | 10
C[C@@H]1CN([C@H](C)CO)C(=O)c2cc(NS(C)(=O)=O)ccc2O[C@@H]1CN(C)C | -13 | 2
CNC[C@@H]1Oc2ccc(NC(=O)CCC(F)(F)F)cc2CC(=O)N([C@H](C)CO)C[C@@H]1C | 2 | 3

13 structures already listed, sorted by length of the SMILES, high to low:
SMILES | T cruzi HTS | INS-1E rescue
COc1ccc(S(=O)(=O)N(C)C[C@@H]2Oc3ccc(NS(=O)(=O)c4c(C)noc4C)cc3C(=O)N([C@H](C)CO)C[C@@H]2C)cc1 | 14 | -6
C[C@H]1CN([C@@H](C)CO)C(=O)c2cc(NS(=O)(=O)c3ccc(Cl)cc3)ccc2O[C@@H]1CN(C)Cc1ccc(C(F)(F)F)cc1 | 58* | -23
Cc1noc(C)c1S(=O)(=O)N(C)C[C@@H]1Oc2c(NS(=O)(=O)c3cn(C)cn3)cccc2C(=O)N([C@H](C)CO)C[C@@H]1C | 44 | 7
C[C@@H]1CN([C@@H](C)CO)C(=O)c2cccc(NC(=O)Nc3ccc(F)cc3)c2O[C@H]1CN(C)C(=O)Nc1ccc2c(c1)OCO2 | 4 | -3
Cc1noc(C)c1NC(=O)N(C)C[C@H]1Oc2ccc(NC(=O)Nc3cccc4ccccc34)cc2C(=O)N([C@@H](C)CO)C[C@@H]1C | -12 | 10
Cc1noc(C)c1S(=O)(=O)Nc1cccc2c1O[C@H](CN(C)C(=O)Nc1ccc(F)cc1)[C@H](C)CN([C@H](C)CO)C2=O | -11 | 4
Cc1noc(C)c1NC(=O)N(C)C[C@@H]1Oc2ccc(NC(=O)c3ccncc3)cc2CC(=O)N([C@H](C)CO)C[C@@H]1C | 3 | -2
C[C@@H]1CN([C@H](C)CO)C(=O)c2cccc(NS(=O)(=O)c3ccc(Cl)cc3)c2O[C@@H]1CN(C)Cc1ccncc1 | 0 | 3
C[C@H](CO)N1C[C@H](C)[C@H](CN(C)Cc2ccc(Cl)c(Cl)c2)Oc2c(NC(=O)C3CCCCC3)cccc2C1=O | 14 | -41
C[C@@H]1CN([C@@H](C)CO)C(=O)c2cccc(NC(=O)C3CC3)c2O[C@H]1CN(C)S(=O)(=O)c1ccccc1 | 4 | 8
CNC[C@H]1Oc2c(NC(=O)Nc3ccc(C(F)(F)F)cc3)cccc2C(=O)N([C@H](C)CO)C[C@H]1C | -31 | -1
Cc1cc(C(=O)Nc2cccc3c2O[C@H](CN(C)C)[C@H](C)CN([C@@H](C)CO)C3=O)n(C)n1 | -30 | 7
C[C@@H]1CN([C@H](C)CO)C(=O)c2cc(NS(C)(=O)=O)ccc2O[C@@H]1CN(C)C | -13 | 2

(continued)
SMILES | T cruzi HTS | INS-1E rescue
C[C@H]1CN([C@@H](C)CO)C(=O)c2cc(NC(=O)Nc3ccccc3)ccc2O[C@H]1CN(C)C(=O)Nc1ccccc1 | -2 | 7
COC(=O)CCCCCCC(=O)N/N=C/c1cc(O)ccc1Br | 23 | 33
COc1ccc(NC(=O)Nc2ccc3c(c2)C(=O)N([C@H](C)CO)C[C@H](C)[C@H](CN(C)C(=O)Nc2ccc(F)cc2)OCCCC[C@@H](C)O3)cc1 | 11 | 4
C[C@H](CO)N1C[C@H](C)[C@@H](CN(C)Cc2ccc3c(c2)OCO3)Oc2c(NC(=O)NC3CCCCC3)cccc2C1=O | 13 | -16
C[C@H](CO)N1C[C@H](C)[C@@H](CN(C)S(C)(=O)=O)Oc2c(NC(=O)c3nc4ccccc4s3)cccc2C1=O | 24 | 3
CC(C)NC(=O)N(C)C[C@H]1Oc2ccc(NC(=O)Nc3cccc4ccccc34)cc2C(=O)N([C@H](C)CO)C[C@@H]1C | 4 | 1
C[C@H](CO)N1C[C@H](C)[C@@H](CN(C)S(=O)(=O)c2ccc(Cl)cc2)Oc2ccc(NC(=O)Nc3cccc4ccccc34)cc2C1=O | 4 | -4
C[C@@H]1CN([C@H](C)CO)C(=O)CCCn2cc(nn2)CO[C@H]1CN(C)C(=O)Nc1cccc(F)c1 | -24 | .
C[C@@H]1CN([C@@H](C)CO)C(=O)c2cccc(NS(=O)(=O)c3ccccc3)c2O[C@H]1CN(C)Cc1ccc(Oc2ccccc2)cc1 | 19 | -5
Cc1noc(C)c1S(=O)(=O)N(C)C[C@@H]1Oc2ccc(NS(=O)(=O)c3ccccc3)cc2C(=O)N([C@H](C)CO)C[C@@H]1C | 16 | -1
COc1ccc(NC(=O)Nc2ccc3c(c2)C(=O)N([C@@H](C)CO)C[C@@H](C)[C@@H](CN(C)Cc2ccc(Cl)c(Cl)c2)O3)cc1 | 6 | .
C[C@@H]1CCCCO[C@H](CN(C)S(=O)(=O)c2ccccc2)[C@@H](C)CN([C@H](C)CO)C(=O)c2cc(NS(=O)(=O)c3cn(C)cn3)ccc2O1 | 4 | 2
C[C@@H]1CN([C@H](C)CO)C(=O)c2cc(NC(=O)CCCN(C)C)ccc2O[C@H]1CN(C)C(=O)Nc1ccc(F)cc1 | -22 | 7
C[C@@H]1CN([C@H](C)CO)C(=O)c2cc(NC(=O)CCC(F)(F)F)ccc2O[C@@H]1CN(C)Cc1ccccc1 | -13 | 5
C[C@H](CO)N1C[C@H](C)[C@@H](CN(C)Cc2ccc(C(=O)Nc3ccccc3N)cc2)Oc2c(NS(=O)(=O)c3ccc(F)cc3)cccc2C1=O | 25 | 3
CC(C)NC(=O)N(C)C[C@@H]1Oc2c(NC(=O)c3cnccn3)cccc2C(=O)N([C@H](C)CO)C[C@H]1C | -16 | 13
